S1P1 ag pot: S1P1 (human) agonism or agonism potentiation; activation, % at 9.5 µM; S1P1 CRE-bla cells, forskolin, beta-lactamase FRET, potentiator mode; S1P1 agonist co-added at EC20, 2 nM; 100% = saturating reference agonist, 0% = basal; AID 449; P21453; hit rate 0.57% among 56,000;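 active = activation above a cutoff set at the mean activation of all tested compounds plus 3 SD, cut at about 54% in these data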;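 note: forskolin at 4 µM as EC80 and the EC20 agonist is SEW2871; 100% = SEW2871 at its EC100 plus forskolin at EC80; some compounds past the cut are filed as inactive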
5-HT1A blocker: blocks the human serotonin 5-HT1a receptor; hit rate 0.68% among 62,000; CHO 5-HT1a Ga15 NFAT-bla reporter, antagonist mode; inhibition, % at 10 µM; AID 612;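 active = inhibition above the mean of all tested compounds plus 3 SD, cut at about 43% in these data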;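 note: receptor stimulated by 5-CT agonist at 100 nM near EC80; beta-lactamase reporter measured by ratiometric fluorescence of a cleavable substrate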
Target sequence (P08908 whole entry, looked up): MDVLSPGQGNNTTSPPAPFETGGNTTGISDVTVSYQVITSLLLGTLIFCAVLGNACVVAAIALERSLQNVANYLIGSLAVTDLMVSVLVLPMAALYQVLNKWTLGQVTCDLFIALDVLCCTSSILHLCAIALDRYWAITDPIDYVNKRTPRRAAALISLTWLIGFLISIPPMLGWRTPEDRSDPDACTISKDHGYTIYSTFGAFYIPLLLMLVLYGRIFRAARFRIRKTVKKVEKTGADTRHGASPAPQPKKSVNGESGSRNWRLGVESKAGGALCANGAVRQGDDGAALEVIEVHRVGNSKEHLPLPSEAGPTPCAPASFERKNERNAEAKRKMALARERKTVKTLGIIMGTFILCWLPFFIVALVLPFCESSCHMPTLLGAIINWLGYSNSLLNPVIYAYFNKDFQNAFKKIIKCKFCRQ
A340 absorber: compound absorbs light at 340 nm | compound absorbance at 340 nm, fold over control | fold change at 10 µM | 65,000 tested, under 10 active;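 active = at 10 µM dose, initial 340 nm absorbance at least 2 fold that of control wells; inactive = change under 2 fold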;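 note: initial absorbance extrapolated from kinetic A340 decline of NADH oxidation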
Her2 expr inh: lowers expression of human Her2 kinase | AID 645 | HER2 level % of control, % at 10 µM | SKBR-3 HER2 protein level, AlphaScreen, 18-24 h; hits give low values | P04626 | hit rate 0.69% among 65,000;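 active = HER2 level under 5% of the carrier-only control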;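 note: 100% = DMSO carrier and 0% = 500 nM PU-H71 HSP90 inhibitor; lower value means stronger loss of Her2 protein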
Autofluor 339: intrinsic fluorescence of library compounds, ex339/em460 – biochemical, MLSMR library, data from DPM-DC assay, artefact control, profiling panel; hit rate 5.5% among 65,000; compound autofluorescence, ex339/em460 nm, NADH buffer; hits give high values; 1 = no-compound wells, NADH background; fluorescence fold increase at 10 µM; AID 709;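 active = at 10 µM, mean starting fluorescence two-fold or more over control wells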;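 note: signal is the first read of a kinetic run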
MMP-13 inhibitor: inhibitors of human MMP13; P45452; MMP-13 fTHP FRET cleavage, Mca fluorescence; inhibition, % at 4 µM; hit rate 0.07% among 65,000;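 active = inhibition above the mean of compound-free control plate wells plus 3 SD, cut at about 14% in these data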;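 note: 0% = DMSO wells and 100% = wells with reference MMP-13 inhibitor after basal subtraction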
5HT1E ag: activates the human 5-HT1E serotonin receptor; P28566; CHO 5-HT1E Ga15 NFAT-bla reporter, FRET; 0% DMSO wells, 100% control agonist wells; activation, % at 6 µM; hit rate 0.69% among 65,000;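 active = activation above a set limit, the screen-wide mean activation plus 3 SD, cut at about 8.5% in these data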;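 note: 100% = positive control agonist at 1 µM giving full maximal response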
S1P3 ag: agonists of human S1P3 receptor; S1P3 NFAT-BLA reporter cells, agonism, FRET ratio; relative to 1 µM S1P, basal subtracted; activation, % at 4.5 µM; hit rate 0.1% among 60,000; AID 373;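 active = activation above the screen-wide mean plus 3 SD, cut at about 4.5% in these data, passing the limit was not always enough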; note: some compounds called inactive have numbers as strong as hits
Target sequence (Q99500 whole entry, looked up): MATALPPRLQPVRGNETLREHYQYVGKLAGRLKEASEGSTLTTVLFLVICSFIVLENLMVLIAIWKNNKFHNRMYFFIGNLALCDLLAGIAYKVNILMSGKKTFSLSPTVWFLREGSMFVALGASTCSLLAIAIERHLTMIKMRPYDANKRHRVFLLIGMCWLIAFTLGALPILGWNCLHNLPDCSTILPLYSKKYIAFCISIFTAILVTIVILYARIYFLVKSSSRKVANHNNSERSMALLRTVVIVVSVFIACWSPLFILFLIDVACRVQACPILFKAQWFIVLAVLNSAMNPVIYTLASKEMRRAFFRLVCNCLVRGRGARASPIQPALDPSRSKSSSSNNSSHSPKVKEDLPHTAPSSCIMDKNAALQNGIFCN
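Benchmarks: high control 1 µM S1P / System: stable CHO line with human S1P3, Gα16, NFAT-BLA reporter / Dosing: single compound concentration, 4.5 µM final / Timing: 4 h compound at 37 °C, 2 h substrate at RT / Measured by: FRET β-lactamase substrate fluorescence, excitation 405 nm, 460/535 nm emission ratio, background-subtracted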
5HT1E antag: 5-HT1E (human) receptor antagonism; hit rate 0.99% among 65,000; P28566; AID 571; inhibition, % at 6 µM; CHO 5-HT1E Ga15 NFAT-bla reporter, FRET, antagonist;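 active = inhibition above a set limit, the mean inhibition across every tested compound plus 3 SD, cut at about 29% in these data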;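 note: signal is the 460 over 535 nm emission ratio of beta-lactamase substrate; 0% = agonist plus DMSO wells and 100% = wells without agonist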
* marks the source's active call; other numbers are inactive results; x = no result given; [ ] = remark or other dose.

SMILES	S1P1 ag pot	5-HT1A blocker	A340 absorber	Her2 expr inh	Autofluor 339	MMP-13 inhibitor	5HT1E ag	S1P3 ag	5HT1E antag
Cn1c(CCNC(=O)c2ccco2)nc2cc(NS(=O)(=O)c3ccccc3)ccc21	-5	-7	1	126	1.1	-2	0.1	-0.6	3
COc1ccccc1C1SCCN1S(C)(=O)=O (configuration not stated)	-4	3	1.1	96	1.1	2	-0.6	0.3	-3
CC(C)n1c(CCCO)nc2ccccc21	-20	4	1	103	1.1	-6	-0.2	-1.7	4
Cc1ccnc(NC(=O)CCC2CCCCC2)c1	0	15	1	92	1.1	3	0.2	-0.3	3
COc1ccccc1NC(=O)NCCN1C(=O)C2C3C=CC(C3)C2C1=O (configuration not stated)	-21	1	1.1	97	1	0	1.5	0.1	-9
COc1ccc(S(=O)(=O)N(CC(=O)O)c2ccc(C)cc2)cc1	0	-2	1	99	1.1	0	0.3	-0.6	5
CCC1CCCCN1S(=O)(=O)c1ccc2c(c1)CCN2C(=O)C1CCC1 (configuration not stated)	-13	-7	0.98	85	1.1	4	0.5	-0.7	4
O=C(CSc1nnnn1-c1ccc2c(c1)CCC2)Nc1ccc2c(c1)OCCO2	48	7	1	87	1.1	1	-1.5	-1.1	-1
O=C(CSc1oc(-c2ccco2)nc1S(=O)(=O)c1ccccc1)NCC1CCCO1 (configuration not stated)	x	-3	1	112	1	4	-0.5	-0.1	-4
COc1cc(C2NC(=O)NC(C)=C2C(=O)OC2CCCCC2)cc(Br)c1O (configuration not stated)	-22	0	1	92	1.1	4	-0.1	-0.6	0
CCN1CCCC1CNC(=O)C1c2cc(OC)c(OC)cc2C(=O)N(C)C1c1cccnc1 (configuration not stated)	x	-6	1.1	81	1.1	1	0.8	x	0
COc1ccc(C2Nc3ccccc3C(=O)N2O)cc1OC (configuration not stated)	-14	-4	1	112	1.2	-3	-0.6	-0.6	-2
CN1CCN(CC(C)(C)NS(=O)(=O)c2ccc(Cl)cc2)CC1	-8	5	1	83	1.1	-2	-0.4	0.2	5
CCCSc1nc(O)c(C2OC(=O)c3c2ccc(OC)c3OC)c(=O)n1C (configuration not stated)	1	x	1	103	1.1	-3	0.8	-0.6	-14
Cc1ccc(S(=O)(=O)CC(=O)N(C)C)cc1	x	-14	1	100	1.1	5	0.0	x	-1
COc1ccccc1OCc1nc2ccccc2[nH]1	-32	-5	0.99	102	1	1	0.1	-1.3	-11
Cc1occc1-c1nnc(SCc2cc(=O)n3cc(Br)ccc3n2)n1C	4	4	1.1	86	1.3	2	1.8	-0.8	5
COc1cc(C(=O)NCC(c2cccnc2)N2CCN(C)CC2)cc(OC)c1OC (configuration not stated)	-4	-5	0.99	109	1.1	-1	-0.3	1.4	-3
O=C(Cc1ccccc1)N1CCN(C(=O)c2cccs2)CC1	-6	0	0.98	104	1.1	1	1.0	0.6	1
COc1ccc(N2C(=O)C3CCCN3C2c2ccccc2OC)cc1 (configuration not stated)	-12	-1	1.1	100	1.1	-5	0.6	-0.9	-7
CCOC(=O)N=S(N)(=O)c1ccc(Cl)cc1 (configuration not stated)	3	5	1	104	1.1	-6	-0.5	-0.5	-3
CCOC(=O)N(C)c1ccc(C(O)(C(F)(F)F)C(F)(F)F)cc1	-3	5	0.98	100	1	-7	-2.0	-0.5	16
C/C(N)=C(/C#N)C(=O)COC(=O)CCSc1ccccc1	-16	-7	0.98	103	1.1	3	-0.6	-0.4	-14
O=C(Cn1cnc2c(nnn2-c2ccc(F)cc2)c1=O)N1CCCc2ccccc21	-26	1	0.99	102	1.1	1	0.6	-0.3	-4
c1ccc(CNc2ncnc3c2ncn3C2CCCCO2)cc1 (configuration not stated)	x	3	1.1	81	0.97	-3	0.5	x	3
CC1CCN(C(=O)C2CCC(CNS(=O)(=O)c3cccc4cccnc34)CC2)CC1 (configuration not stated)	5	-9	1	73	1.1	3	0.2	-0.6	0
CCOc1ccc(CCNC(=O)C2CCN(c3nn4c(=O)cc(C)nc4s3)CC2)cc1	3	4	1	100	1.1	0	-1.2	-0.3	-3
O=C(CSc1nnc2ccccn12)N1CCc2ccccc2C1	x	-8	1	x	1.1	-2	-0.1	x	9
CCCCC(=O)OCCNC(=O)c1cc2ccccc2oc1=O	-30	-22	1.1	110	1.4	-14	-0.3	0.8	-1
CCOC(=O)c1[nH]c(C)c(C(=O)N2CCc3ccccc32)c1C	4	51*	1.1	76	1.2	1	-1.0	-1.1	77*
CCOc1ccc(-c2nc(CSCC(=O)NCCN3CCOCC3)c(C)o2)cc1	-10	-3	0.98	46	1	-11	-0.3	-1.8	7
Cc1nn(Cc2ccccc2Cl)c2sc(C(=O)OC3CCCC3=O)cc12 (configuration not stated)	-34	-30	1	135	1.1	-2	0.5	-0.6	12
CCN1C=C(C(=O)OC)C(c2cccc(C)c2)C(C(=O)OC)=C1	x	-19	1.1	56	2.2*	-237[fluorescence artefact?]	6.2	x	-5
CCOC(=O)C1=C(C)Nc2ccccc2N=C1NC(=O)CCCN1C(=O)c2ccccc2C1=O	-20	4	0.99	105	1.1	-2	-0.4	1.0	-6
CS(=O)(=O)N(CCc1ccccc1)CC(=O)NCc1ccccn1	7	0	1	97	1.1	0	-0.8	-1.5	6
Cc1ccc(N2C(=O)C3C(C2=O)C(C(=O)c2ccc(Cl)cc2)N2CCCC32)cc1 (configuration not stated)	-9	-6	1	79	1.1	-10	0.3	-0.8	-7
Cc1cc(C)cc(NC(=O)CSc2nnc(-c3ccccc3)n2N)c1	x	-12	1.1	78	1.1	4	0.5	x	4
O=C(O)CC(NCc1ccco1)C(=O)OCCc1ccccc1 (configuration not stated)	-10	x	1	57	1.1	2	-0.8	-2.7	-3
CCCCS(=O)(=O)NC1=NCN(Cc2ccco2)CN1	-5	-6	1	77	1.1	-2	0.5	-0.3	-8
CCN(C(=O)Cc1cccs1)c1nnc(-c2cccnc2)s1	21	4	1	80	1.1	-3	-0.1	-1.5	5
CCOC(=O)CNC(=O)C(Cc1ccccc1)NS(=O)(=O)c1cccs1 (configuration not stated)	x	-2	1.1	106	1.1	-3	-0.6	x	-1
N#Cc1c(Nc2ccccc2)c(C=NCCN2CCOCC2)c[nH]c1=O	-10	8	0.99	89	1.1	-1	-0.5	-1.2	3
COc1ccccc1NC(NC(=O)c1ccco1)C(=O)c1ccccc1 (configuration not stated)	-8	21	1	105	1.1	2	-0.8	-0.9	-5
CCOC(=O)c1sc(=NC(=O)c2cccc(OC)c2)n(C)c1C	-35	-6	1	74	1.4	3	0.1	-0.4	-9
Cc1cc(NC(=O)c2cc3ncc(Br)cn3n2)no1	-2	-8	1	89	1.2	-29	-0.5	-0.6	-8
Cc1cc(Cl)cc(C)c1OCCCCN1CCOCC1	3	9	1	72	1.1	-8	-0.4	-0.5	6
O=C(Nc1ccccc1C1CC1)c1cccs1	-23	6	1	97	1.1	6	-0.1	-0.7	-8
CC(C)(CSc1nncn1/N=C/c1ccco1)NS(=O)(=O)c1ccc(Cl)cc1	-9	-21	1	46	1	-2	0.4	-0.6	-5
CCOC(=O)N1CCN(C(=O)C(NS(=O)(=O)c2cccc3nsnc23)c2ccccc2)CC1 (configuration not stated)	-9	-2	1	79	1	0	-0.1	-1.1	1
COc1ccc(OCC(O)Cn2c(Nc3cccc(C)c3)nc3c2c(=O)n(C)c(=O)n3C)cc1 (configuration not stated)	13	x	0.98	108	1.1	-6	0.5	-3.6	-1

New compounds follow.
SMILES	S1P1 ag pot	5-HT1A blocker	A340 absorber	Her2 expr inh	Autofluor 339	MMP-13 inhibitor	5HT1E ag	S1P3 ag	5HT1E antag
CCn1c(=O)n(CC(=O)NCc2ccccc2OC)c(=O)c2ccccc21	2	-6	0.97	88	1.1	-2	-1.3	-0.5	5
COc1ccccc1OCC(=O)NCCc1nc2ccccc2[nH]1	-7	10	1	113	1.1	4	-0.2	-1.1	10
CCCCCCn1c(SCCOC)nc2c1c(=O)[nH]c(=O)n2C	-10	2	1.1	101	1.1	3	0.8	-0.8	4
CC(C)NC(=O)CSc1nncn1-c1ccccc1	4	-3	1	96	1.1	2	0.2	-0.7	-16
CCOC(=O)Cn1c(=O)c(-c2ccccc2N)nc2ccccc21	-17	3	1	79	1	3	2.5	-0.9	4
Cc1onc(-c2ccccc2Cl)c1C(=O)NCc1ccc2c(c1)cc(C)n2C	-8	-11	1	72	1.1	-1	1.4	-0.7	13
O=C(CN1CCN(C(c2ccccc2)c2ccccc2)CC1)N1CCOCC1	7	-14	1.1	104	1.1	-5	-1.8	-0.6	-8
O=C(Nc1ccccc1OC(F)F)c1ccc(F)cc1	7	-1	0.97	108	1	2	-0.3	-0.9	6
Cc1ccc(NCc2nnc(SCC(=O)Nc3ncc(C)s3)n2CC2CCCO2)c(C)c1 (configuration not stated)	1	-2	1	103	1.1	3	-0.5	-0.9	-20
O=C(NCc1cccs1)c1ccc2c(c1)OCCO2	5	12	1	95	1.1	-1	-0.4	-0.7	2

Some entries already given, reduced to Her2 expr inh, 5-HT1A blocker and Autofluor 339.
| SMILES | Her2 expr inh | 5-HT1A blocker | Autofluor 339 |
| --- | --- | --- | --- |
| Cc1ccc(NCc2nnc(SCC(=O)Nc3ncc(C)s3)n2CC2CCCO2)c(C)c1 (configuration not stated) | 103 | -2 | 1.1 |
| CCCCCCn1c(SCCOC)nc2c1c(=O)[nH]c(=O)n2C | 101 | 2 | 1.1 |
| CC(C)NC(=O)CSc1nncn1-c1ccccc1 | 96 | -3 | 1.1 |
| COc1ccccc1OCC(=O)NCCc1nc2ccccc2[nH]1 | 113 | 10 | 1.1 |

(cont.)
SMILES	S1P1 ag pot	5-HT1A blocker	A340 absorber	Her2 expr inh	Autofluor 339	MMP-13 inhibitor	5HT1E ag	S1P3 ag	5HT1E antag
CN(C(=O)COC(=O)c1ccccc1Nc1ccccc1)C1CCS(=O)(=O)C1 (configuration not stated)	10	-4	1	96	0.99	1	0.5	-0.9	2
Cc1ccc(-c2csc3nc(=O)c(C)nn23)cc1	14	-9	1	100	1.4	-7	0.3	-0.4	-7
NC(=O)C1C(c2ccccc2)=C1c1ccccc1	4	-8	1.1	119	1.1	-2	0.0	-1.0	-3
CCOC(=O)C1CCCN(Cc2ccc(O)c(OC)c2)C1 (configuration not stated)	-14	4	1.1	111	1.1	6	-0.6	-1.8	-5
CCC1Oc2ccc(C)cc2N(CC(=O)NCc2cc(OC)ccc2OC)C1=O (configuration not stated)	16	16	1	100	1.1	3	0.3	-0.3	-4
COc1ccccc1NC(=O)N1CCCC1C(=O)NC1CCCCC1 (configuration not stated)	-2	9	0.96	91	1	-2	-0.3	-0.6	-6
COc1ccc(NC(=O)CN2CCC(n3c(C)nc4cc(F)ccc43)CC2)c(OC)c1	-35	-18	1.1	115	1.1	-2	2.9	0.9	20
CS(=O)(=O)N1CCC(C(=O)Nc2ccccc2F)CC1	6	-7	1	89	1.1	2	0.7	-0.3	-4
COc1ccccc1N1CCN(CC(=O)Nc2c(C)n[nH]c2C)CC1	-5	1	1	92	1.2	1	-0.2	-0.8	2
CCN(CC)C(=O)Cn1nc(-c2ccccc2O)nc1SCC(=O)Nc1ccc(OC)cc1	-13	-5	1	96	1.1	1	-0.2	0.6	-15
